GLP-1R inv ag – qHTS of GLP-1 Receptor Inverse Agonists (Inhibition Mode); Glucagon-like peptide 1 receptor (Homo sapiens), P43220; HEK293 GLP-1R CRE-luciferase, luminescence, 24 h; GLP-1R form is constitutively active; 1.6% of 410,000 active; Potency, µM (top dose mostly 38.3 µM), without a hit: at the top dose activity change, negative = inhibition, actives largely listed as inhibitors; also: potency is read from the fitted curve at half-maximal effect; % is scaled to controls: 0 for no effect and ±100 for the full control effect; nearly all actives have a fitted effect of over 55% in size
Target sequence (P43220 whole entry, looked up): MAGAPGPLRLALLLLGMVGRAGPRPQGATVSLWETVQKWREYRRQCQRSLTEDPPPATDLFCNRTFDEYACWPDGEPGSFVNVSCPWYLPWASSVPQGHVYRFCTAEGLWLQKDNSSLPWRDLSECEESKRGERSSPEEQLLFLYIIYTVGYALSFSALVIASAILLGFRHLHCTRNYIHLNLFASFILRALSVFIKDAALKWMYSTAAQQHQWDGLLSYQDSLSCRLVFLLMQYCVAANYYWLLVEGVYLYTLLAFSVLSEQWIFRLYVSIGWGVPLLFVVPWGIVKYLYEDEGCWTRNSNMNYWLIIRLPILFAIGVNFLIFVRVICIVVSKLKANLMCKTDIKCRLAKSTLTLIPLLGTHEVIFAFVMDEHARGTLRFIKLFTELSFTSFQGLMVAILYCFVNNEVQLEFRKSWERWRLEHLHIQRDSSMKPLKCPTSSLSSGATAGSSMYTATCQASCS
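Seeding at 200 cells/uL, 12 h culture, 24 hr compound treatment, then luciferase reagent and a luminescence read; cells are HEK293 stably expressing a constitutively active GLP-1R plus cAMP-responsive luciferase.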
GLP1R cytotox – qHTS of GLP-1 Receptor Inverse Agonists: Cytotox Screen; Potency, µM (highest dose often 38.3 µM), inactives show at the top dose activity change, negative = inhibition, usual class: inhibitors; 0.13% of 410,000 active; HEK293 cAMP-luciferase reporter cells, luminescence, 24 h;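 also: loss of luciferase light is scored as toxicity; potency is read from the fitted curve at half-maximal effect; % is scaled to controls: 0 for no effect and ±100 for the full control effect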
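Seeding density was 200 cells/uL; after overnight-length (12 h) culture, 23 nL compounds went on for 24 h at 37 °C. Readout used a luciferase detection reagent, luminescence taken after 12 min at room temperature.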
EPAC1 antagonist – qHTS for Antagonist of cAMP-regulated guanine nucleotide exchange factor 3 (EPAC1): primary screen; Rap guanine nucleotide exchange factor 3 (Homo sapiens), O95398; EPAC1 GEF assay, Rap1b-BODIPY-GDP exchange fluorescence; Potency, µM (doses to about 115 µM), for the others: at the highest dose activity change, negative = inhibition, most hits filed as inhibitors; 0.14% of 360,000 active; AID 720709, 2013;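 also: potency is read from the fitted curve at half-maximal effect; plate controls were vehicle for no effect and positive control for full effect; nearly all actives have a fitted effect of over 50% in size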
EPAC1 agonist – qHTS for Agonist of cAMP-regulated guanine nucleotide exchange factor 3 (EPAC1): primary screen; Rap guanine nucleotide exchange factor 3 (Homo sapiens), O95398; EPAC1 agonist qHTS, biochemical assay; response scale: 100% = response to 6.5 mM cAMP; Potency, µM (highest dose often 154 µM), for the others: at the highest dose activation, actives largely listed as activators; 0.073% of 360,000 active; AID 720707, 2013; also: potency is read from the fitted curve at half-maximal effect; nearly all actives have a fitted effect of over 60% in size
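Nucleotide exchange by EPAC1 (100 nM) on Rap1B–BODIPY-GDP (250 nM) in the presence of 50 uM GDP is tracked fluorescently at 480/540 nm over 30 min. Signals are normalized to a 6.5 mM cAMP control.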
GLP-1R agonist – qHTS of GLP-1 Receptor Agonists; HEK293 GLP-1R CRE-luciferase, luminescence, 4-6 h; cells express a hypersensitive GLP-1R form; AID 624172, 2012; Potency, µM (doses to about 45.6 µM), inactives show at the top dose activation, actives largely listed as activators; 0.007% of 380,000 active; Glucagon-like peptide 1 receptor (Homo sapiens), P43220; also: potency is read from the fitted curve at half-maximal effect; % of control where 0% means no effect
PLK1 PBD inh – qHTS for Inhibitors of PLK1-PDB (polo-like kinase 1 - polo-box domain): Primary Screen; Plk1 PBD binding of FITC phosphopeptide, fluorescence polarization; Potency, µM, inactives show max response, negative = inhibition, most hits filed as inhibitors; 2.8% of 360,000 active; also: potency is read from the fitted curve at half-maximal effect; series mostly up to about 57 µM; % is scaled to controls: 0 for no effect and ±100 for the full control effect; nearly all actives have a fitted effect of over 65% in size
PI5P4Ka inh – qHTS for Inhibitors of phosphatidylinositol 5-phosphate 4-kinase (PI5P4K); 1.2% of 330,000 active; PI5P4Kalpha enzyme, ADP-Glo luminescence, 60 min; hits give low values; AID 652105, 2013; Phosphatidylinositol 5-phosphate 4-kinase type-2 alpha (Homo sapiens), P48426; max response, %; active = max response of -50% or lower; inconclusive = between -30% and -50%; inactive = -30% or higher; also: value at the top dose of about 77 µM; % is scaled to controls: 0 for no effect and ±100 for the full control effect
Target sequence (P48426 whole entry, looked up): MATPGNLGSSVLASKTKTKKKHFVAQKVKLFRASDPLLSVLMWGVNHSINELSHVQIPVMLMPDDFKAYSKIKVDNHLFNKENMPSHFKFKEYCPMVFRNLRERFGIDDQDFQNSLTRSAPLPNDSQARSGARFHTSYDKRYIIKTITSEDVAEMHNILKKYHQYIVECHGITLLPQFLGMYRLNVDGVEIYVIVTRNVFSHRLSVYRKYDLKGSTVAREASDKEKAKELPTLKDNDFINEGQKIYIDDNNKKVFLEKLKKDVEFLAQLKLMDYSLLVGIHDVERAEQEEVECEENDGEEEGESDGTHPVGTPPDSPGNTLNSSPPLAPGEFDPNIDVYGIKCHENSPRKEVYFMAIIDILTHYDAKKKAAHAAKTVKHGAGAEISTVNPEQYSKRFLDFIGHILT
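Luminescence from ADP-Glo served as readout of PI5P4Kalpha activity in a qHTS format. Reaction: enzyme, substrate, compound, ATP at 5 microM final, 60 min at RT.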
PTHR1 ag – qHTS for PTHR1 Agonists: Primary Screen; Parathyroid hormone/parathyroid hormone-related peptide receptor (Homo sapiens), Q03431; HEK293 GP2 PTHR1 cells, GloSensor cAMP luminescence, 1 h; Potency, µM (highest dose often 115 µM), without a hit: at the top dose activation, hits mostly activators; 0.075% of 410,000 active; also: potency is read from the fitted curve at half-maximal effect; nearly all actives have a fitted effect of over 55% in size; some results filed as inactive show a strong effect at the top dose; inactives centre near -15; many of its hits are not listed in these tables
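HEK-293-derived GP2 cells expressing PTHR1 and a GloSensor cAMP reporter, 3,000/well, plated overnight, given luciferin plus IBMX (each 0.5 mM as added) for 1 h at 37 °C, then compound for 1 h at 37 °C. Luminescence was read after 15 min at room temperature.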
IL2 activator – qHTS of IL-2 Activators; IL-2 activation reporter assay, cell-based qHTS; stimulated with anti-CD3/CD4/CD28 beads; in transgenic mouse T cells; activation, % (series mostly up to about 46 µM); 0.065% of 360,000 active; in the data active = activation above about 50%; inconclusive = mostly about 30% to 49%; also: 0% is about no effect
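First, unstimulated transgenic mouse T cells were exposed to compound for 60 min. Next, anti-CD3/anti-CD4-coated beads with anti-CD28 were added. Finally, after 18 h at 37 degrees C, EGFP and DsRed were imaged.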
The depositor's hits bear a star; i = inactive; ? = inconclusive; nt = not tested or not shown; [ ] = dose if it differs, or a comment. Unless noted, calls follow the shape of the dose curve; as a rule, active = well fitted curve in the direction sought with a large enough effect; inconclusive = small, poorly fitted or top-dose-only effect, or another doubt; inactive = no such curve, though single readings can be large; an effect the other way counts as inactive or inconclusive. Some of the compounds tested. The share of hits here may be higher or lower than overall.

Under each structure: GLP-1R inv ag	GLP1R cytotox	EPAC1 antagonist	EPAC1 agonist	GLP-1R agonist	PLK1 PBD inh	PI5P4Ka inh	PTHR1 ag	IL2 activator
- CCc1cc(C(=O)c2ccc(Br)cc2)c(NC(=O)CN(CC)CC)s1
  ?	4%	-20%	0%	7%	-10%	14	3%	-0.2
- CN(C)C1=NCCN1CCc1ccccc1
  11%	6%	12%	-10%	-6%	1%	3	11%	-0.6
- Cn1ccc(C(=O)N2CCCc3ccccc32)n1
  26%	22%	-4%	4%	-1%	-6%	-5	-20%[57.5 µM]	-0.4
- COc1ccc(Cl)cc1S(=O)(=O)N1CCN(C)CC1
  2%	5%	1%	5%	11%	-6%	-1	-20%	1.8
- S=C1COC(c2ccccc2)N1c1ccccc1 (configuration not stated)
  -4%	9%	12%	-4%	5%	-9%	0	i	-0.8
- CS(=O)(=O)c1ccc(C(=O)OCC(=O)N2CCN(CCC3CCCCC3)CC2)cc1[N+](=O)[O-]
  nt	nt	-26%	-17%	-20%	nt	nt	-95%[inhibitor]	-1.0
- CCCNC(=S)N1CCC(Cc2ccccc2)CC1
  7.1µM*	?	?	8%	3%	6%	7	6%	0.1
- O=C(CNC(=O)c1cccs1)N/N=C/c1c[nH]c2ccccc12
  -6%	-12%	10%	-7%	0%	19µM*	-14	-14%	-0.7
- COc1ccc(/C(C)=N\NS(=O)(=O)c2ccccc2)cc1OC
  133%[activator]	-3%	-2%	8%	18%	-12%	-7	i	-0.1
- CC(=O)c1ccc(OCC(=O)N(C)CC(=O)Nc2ccc(N3CCOCC3)cc2)cc1
  1%	5%	-2%	9%	2%	-4%	-2	-21%	0.2
- CCOC(=O)C1=C(C)Nc2ccccc2N=C1NC(=O)C(CC)c1ccccc1 (configuration not stated)
  -3%	12%	-7%	12%	-4%	-11%	1	-16%	1.3
- CCOc1ccc(NC(=O)CS(=O)CC(=O)N(CC(=O)NC(C)(C)C)C2CCCC2)cc1 (configuration not stated)
  -26%	-9%	-13%	8%	17%	-11%	2	-10%	0.2
- Cc1nn(Cc2ccc(Cl)cc2)c(C)c1NC(=O)c1cc(C(C)C)on1
  ?	-8%	1%	-4%	16%	-13%	-1	-17%	0.0
- O=c1[nH]nc(Cc2ccc3ccccc3n2)c2ccccc12
  34%[activator]	-13%	-10%	15%	0%	-5%	9	-10%[57.5 µM]	-0.6
- COc1ccccc1-n1c(SCC(=O)Nc2ccc(Br)cc2)nc(O)cc1=O
  -9%	-3%	?	-6%	-9%	-15%	?	i	0.7
- COc1ccc(CCNC(=S)NCCc2c[nH]c3ccccc23)cc1
  ?	-14%	-21%	14%	-6%	-9%	0	i	-0.2
- COc1ccccc1CN(Cc1cc2c(C)ccc(C)c2[nH]c1=O)Cc1nnnn1Cc1ccco1
  -4%	-1%	17%	15%	2%	-10%	2	-10%[57.5 µM]	-0.5
- COc1ccc(-n2c(C)nn(CCOc3ccccc3)c2=O)cc1
  -9%	0%	9%	-2%	0%	-2%	0	-24%	1.2
- N#CC1C(C#N)N2CCCN2C1c1ccc(Br)cc1 (configuration not stated)
  0%	7%	9%	12%	0%	-2%	4	-4%	-0.5
- CC(C)(C)C(=O)Nc1cc(C(F)(F)F)ccc1N1CCOCC1
  3%	-4%	-18%	-5%	0%	-8%	-1	-18%[57.5 µM]	-2.1
- O=C(c1cccnc1)N1CCN(Cc2cccc(Br)c2)CC1
  -10%	-1%	-4%	9%	-8%	0%	nt	21%[57.5 µM]	0.1
- CS(=O)(=O)N1CCN(c2ccccc2NC(=O)Cc2ccccc2)CC1
  10%	20%	-11%	0%	1%	0%	4	-35%[inhibitor][57.5 µM]	-0.4
- O=C(CN1CCC(NC(=O)C2CCCCC2)CC1)Nc1ccccc1
  3%	3%	-11%	5%	4%	?	2	i	-0.8
- O=C(NCCCN1CCOCC1)c1ccc(Br)cc1
  14%	0%	16%	-8%	0%	-13%	0	-16%	0.9
- Cc1cc(C(O)c2ncc(-c3ccccc3C)[nH]2)ccc1F (configuration not stated)
  5%	6%	-5%	-1%	6%	-10%	-2	i	0.5
- NC(=O)CCC(NS(=O)(=O)c1ccc(Cl)cc1)C(=O)NCc1ccccc1Cl (configuration not stated)
  -36%	-1%	-4%	-8%	2%	-5%	7	i	-2.8
- OC[C@@H]1CCCN1Cc1cn(-c2ccccc2)nc1-c1ccc2c(c1)OCO2
  ?	6%	10%	-2%	1%	-15%	3	11%	-0.4
- C=CCc1cc(Cl)ccc1OCCCn1ccnc1
  -7%	-5%	5%	2%	5%	3%	4	-11%	-0.7
- Cc1cc(C)nc(SCC(=O)N/N=C/c2cccn2-c2cccc(C(F)(F)F)c2)n1
  0%	-20%	-3%	8%	4%	-6%	-2	-26%	-0.6
- CCc1ccccc1NC(=O)CN(C)C(=O)CSc1nnc(Nc2cccc(C)c2)s1
  ?	-3%	9%	-13%	0%	-4%	-6	i	-0.2

Reprinted from above for reference:
Under each structure: GLP-1R inv ag	GLP1R cytotox	EPAC1 antagonist	EPAC1 agonist	GLP-1R agonist	PLK1 PBD inh	PI5P4Ka inh	PTHR1 ag	IL2 activator
- Cc1cc(C)nc(SCC(=O)N/N=C/c2cccn2-c2cccc(C(F)(F)F)c2)n1
  0%	-20%	-3%	8%	4%	-6%	-2	-26%	-0.6
- CCc1ccccc1NC(=O)CN(C)C(=O)CSc1nnc(Nc2cccc(C)c2)s1
  ?	-3%	9%	-13%	0%	-4%	-6	i	-0.2

The list continues.
Under each structure: GLP-1R inv ag	GLP1R cytotox	EPAC1 antagonist	EPAC1 agonist	GLP-1R agonist	PLK1 PBD inh	PI5P4Ka inh	PTHR1 ag	IL2 activator
- CC1CC(C)CN(C(=O)CSc2nnc(N)s2)C1 (configuration not stated)
  8%	-7%	10%	10%	5%	-20%	-5	i	-2.1
- Cc1cc(C)nc(N/N=C/c2cn[nH]c2-c2ccc(F)cc2)n1
  13%	5%	-2%	2%	0%	1%	-8	-12%	-4.7
- COc1ccc(-n2cccc2C=O)cc1OC
  0%	-7%	5%	0%	-4%	1%	nt	i	-2.4
- CC1CCN(c2ccc(/C=C(\C#N)c3nn(-c4ccccc4)c(N)c3C#N)cc2[N+](=O)[O-])CC1
  0%	15%	-8%	13%	8%	-11%	-4	i	-0.6
- CCc1ccc(NC(=O)c2cc(-c3ccc4c(c3)OCO4)on2)cc1
  6%	14%	-4%	-2%	14%	-16%	3	-13%	0.2
- Cc1ccc(OCC(=O)NNC(=O)C(=O)NC(C)(C)C)cc1
  30%	11%	6%	3%	1%	-13%	2	-25%	-0.6
- CC(C)COC(=O)c1ccc2c(c1O)C(=O)c1ccccc1C2=O
  1%	-14%	1%	-13%	-12%	-2%	0	-15%[57.5 µM]	-0.9
- CC(=O)c1sc(N/N=C/c2cccc([N+](=O)[O-])c2)nc1C
  24%	4%	-10%	4%	10%	-15%	-6	-6%	-0.2
- CC(C)n1nccc1NC(=O)Nc1ccccc1
  14%	-4%	-9%	15%	10%	-13%	-2	i	-3.4
- O=C(CSc1nnc(-c2ccc(F)cc2)c2ccccc12)Nc1c(F)cccc1F
  ?	-22%	1%	4%	7%	-4%	0	-18%	-3.3
- CC1=C(C(=O)OCc2ccc(C)cc2)C(c2cccc(F)c2F)CC(=O)N1 (configuration not stated)
  -23%	0%	nt	nt	-1%	nt	nt	-25%	nt
- Cc1ccc(S(=O)(=O)N2CCC(C(=O)Nc3ccc(S(=O)(=O)N4CCCC4)cc3)CC2)cc1C
  ?	-5%	-3%	2%	-8%	1%	-10	i	-2.0
- CCOC(=O)CC(=O)CSc1[nH]c(=O)cc(C)c1C#N
  1%	-9%	-1%	-6%	-6%	-1%	1	i	0.2
- CCn1c(SCC(=O)n2c(C)c(C)c3ccccc32)nnc1-c1ccco1
  15%	-9%	-9%	5%	-2%	-13%	5	i	7.9
- CCC(C)(C(=O)Nc1ccccc1C)N(C(=O)CNC(C)=O)c1ccccc1C (configuration not stated)
  0%	0%	-2%	-12%	1%	22%	-2	i	1.2
- COc1ccccc1NC(=O)Cn1cnc2sc(C(=O)Nc3ccc(OC)c(OC)c3)c(C)c2c1=O
  14%	10%	-3%	-1%	-4%	-9%	-3	-20%	0.3
- O=C(OCC(=O)N1N=C(c2ccc(Cl)cc2)CC1c1ccco1)c1cncc(Br)c1 (configuration not stated)
  ?	-13%	-8%	-4%	15%	?	-29	i	-0.3
- CC(C)CCNS(=O)(=O)c1cc2c3c(c1)CCN3C(=O)CC2
  0%	4%	?	11%	-3%	2%	0	-4%	-0.5
- O=C(Nc1cc(Cl)ccc1O)C1CC(c2c(F)cccc2Cl)=NO1 (configuration not stated)
  ?	-14%	-8%	0%	2%	-8%	-1	-50%[inhibitor]	-0.8
- CCCCNC(=O)Cn1nc(C)c(S(=O)(=O)N2CCOCC2)c1C
  16%	-20%	-13%	4%	-2%	3%	-2	-2%	0.5
- O=C(/C=C/Nc1ccccc1Oc1ccccc1)c1ccco1
  ?	14%	-1%	17%	6%	-10%	-11	-6%	-2.7
- C=CCN1CC(c2nc3ccccc3n2Cc2cccc3ccccc23)CC1=O (configuration not stated)
  -15%	?	-3%	13%	19%	3%	nt	-25%	-2.6
- O=C(NCc1cn2ccccc2n1)c1ccc(Br)o1
  2%	6%	-3%	-8%	0%	-11%	0	i	0.1
- Cc1cc2c(c(N3CCOCC3)n1)C(=O)OC2
  2%	-6%	14%	2%	6%	1%	8	i	1.9

Screening data (PubChem)
